Bioassay records: PubChem, National Center for Advancing Translational Sciences (NCATS)
Texas Red fluor = Texas Red region autofluorescence | Compound fluorescence, Texas Red channel, 547/618 nm; hits give high values | 59,000 compounds, 0.06% hits | AID 587 | max dye-equivalent concentration, M; in the data active = max dye-equivalent concentration above about 10 nM; inconclusive = between about 1.1 nM and that limit
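Compound fluorescence was read after 15 min at room temperature in 100 mM Tris, pH 8.0, using 547 nm excitation and 618 nm emission across a concentration series. It was expressed as Texas Red dye-equivalent concentration from an on-plate standard curve.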
Luciferase inh = inhibitors of firefly luciferase. P08659. purified firefly luciferase, luminescence, 8 min. Potency, µM (highest dose often 57.1 µM), for inactives: at the highest dose activity change, negative = inhibition, actives largely listed as inhibitors. 72,000 compounds, 2.2% hits; also: potency is read from the fitted curve at half-maximal effect; % is scaled to controls: 0 for no effect and ±100 for the full control effect; nearly all actives have a fitted effect of over 40% in size
Target sequence (P08659 whole entry, looked up): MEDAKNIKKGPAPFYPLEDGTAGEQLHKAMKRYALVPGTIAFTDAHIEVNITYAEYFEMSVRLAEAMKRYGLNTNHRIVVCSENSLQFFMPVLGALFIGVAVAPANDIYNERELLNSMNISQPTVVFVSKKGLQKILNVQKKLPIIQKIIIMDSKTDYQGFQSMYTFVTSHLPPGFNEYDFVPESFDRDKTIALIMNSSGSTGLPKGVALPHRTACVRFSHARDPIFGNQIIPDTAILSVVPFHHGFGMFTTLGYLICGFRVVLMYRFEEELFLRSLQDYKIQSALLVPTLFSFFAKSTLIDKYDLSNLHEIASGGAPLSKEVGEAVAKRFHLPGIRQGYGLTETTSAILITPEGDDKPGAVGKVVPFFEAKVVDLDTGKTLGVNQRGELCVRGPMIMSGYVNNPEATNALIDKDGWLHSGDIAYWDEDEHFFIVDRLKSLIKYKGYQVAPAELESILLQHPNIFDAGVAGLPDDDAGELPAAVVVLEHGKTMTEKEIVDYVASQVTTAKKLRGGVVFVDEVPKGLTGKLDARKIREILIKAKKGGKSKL
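Titration-based qHTS; buffer 50 mM imidazole pH 7.2, 50 mM KCl, 7 mM MgCl2, 10 uM ATP, 0.01% Tween 20, 0.05% BSA; luciferase/luciferin detector mix added after compound; 8 min, ambient; luminescence.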
15-hLO inh = inhibitors of human 15-lipoxygenase (ALOX15). purified 15hLO-1, xylenol orange hydroperoxide absorbance. Potency, µM (titrated, usually from 57.1 µM), for inactives: at the highest dose activity change, negative = inhibition, most hits filed as inhibitors. 74,000 compounds, 1.4% hits. AID 887; also: potency is read from the fitted curve at half-maximal effect; % is scaled to controls: 0 for no effect and ±100 for the full control effect; nearly all actives have a fitted effect of over 55% in size
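Readout: Fe(III)-xylenol orange absorbance, 573-to-405 nm ratio as reaction progress. Enzyme 40 nM purified human 15hLO-1, substrate 50 uM arachidonic acid, 6 min RT after 15 min compound preincubation; Hepes pH 7.5 buffer with Triton X-100.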
Pol III holo inh = blocks replication by bacterial DNA polymerase III holoenzyme. reconstituted DNA polymerase III holoenzyme replication, biochemical. Potency, µM (series often up to 57.1 µM), for the others: at the top dose activity change, negative = inhibition. 71,000 compounds, 0.25% hits. AID 603; also: potency is read from the fitted curve at half-maximal effect; % is scaled to controls: 0 for no effect and ±100 for the full control effect
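Reconstituted *E. coli* holoenzyme (0.35 nM Pol III, 1 nM beta, 154 nM SSB, 2 nM primase) was preincubated with compound for 15 min at RT. Synthesis on 1.4 nM ssM13Gori ran 35 min, then was stopped with PicoGreen/EDTA and read as dsDNA fluorescence.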
HBB splice mod = hemoglobin beta splicing modulation; Potency, µM (doses to about 46.1 µM), for inactives: at the highest dose activation, hits mostly activators; 65,000 compounds, 0.06% hits; HBB splicing reporter cell assay, activation; EGFP reporter with mutant IVS2-654 intron; response scale: normalised to 500 nM splice-correcting PNA; AID 925; also: potency is read from the fitted curve at half-maximal effect; 0% is about no effect
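Compounds were applied for 2 days to HeLa EGFP-654 cells, 500/well in Optimem with 2% FCS. The reporter's EGFP is disrupted by mis-splicing of beta-globin intron IVS2-654. Readout: summed well GFP fluorescence from 488 nm laser scanning; reference was 500 nM antisense […] 654 PNA.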
Rhodamine autofl = rhodamine region autofluorescence; Rhodamine-region fluorescence, 547/598 nm, Tris buffer; hits give high values; max dye-equivalent concentration, M; 59,000 compounds, 0.05% hits; AID 594; in the data active = max dye-equivalent concentration above about 11 nM; inconclusive = between about 1.1 nM and that limit
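Compound fluorescence in 100 mM Tris, pH 8.0, read after 15 min at room temperature with 547 nm excitation and 598 nm emission. Output is dye-equivalent concentration from an on-plate rhodamine standard series.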
HADH2 inh = inhibitors of human HADH2 dehydrogenase. Potency, µM (titrated, usually from 57.1 µM), for the others: at the highest dose activity change, negative = inhibition, most hits filed as inhibitors. AID 886. Q99714. recombinant HADH2, NADH fluorescence, beta-hydroxybutyryl-CoA. 73,000 compounds, 3.4% hits; also: potency is read from the fitted curve at half-maximal effect; % is scaled to controls: 0 for no effect and ±100 for the full control effect; nearly all actives have a fitted effect of over 60% in size; many of its hits are not listed in these tables
Target sequence (Q99714 whole entry, looked up, one chain of several): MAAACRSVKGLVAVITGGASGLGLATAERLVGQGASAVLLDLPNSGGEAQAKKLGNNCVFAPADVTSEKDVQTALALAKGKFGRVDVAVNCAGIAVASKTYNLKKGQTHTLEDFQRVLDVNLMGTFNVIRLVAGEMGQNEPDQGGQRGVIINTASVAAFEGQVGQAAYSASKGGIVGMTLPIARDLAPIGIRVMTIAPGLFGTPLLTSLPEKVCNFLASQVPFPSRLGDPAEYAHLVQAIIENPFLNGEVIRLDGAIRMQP
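20 nM HADH2 + cpd, 15 min RT; add 1 mM NAD+/90 uM beta-hydroxybutyryl-CoA; kinetic fluorescence 360/450 nm, 4 min. Tris-HCl pH 9.0, 0.01% Tween-20.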
CRE-bla Fsk = CRE-bla signaling modulation under forskolin stimulation. 71,000 compounds, 2.5% hits. CHO CRE-bla reporter (cAMP response element driving beta-lactamase), forskolin EC10, beta-lactamase ratio. AID 662. Potency, µM (titrated, usually from 38.2 µM), for the others: at the highest dose activity change, negative = inhibition, actives largely listed as activators; active = well fitted activation curve with a large enough effect in the signal ratio, with a control signal flat, not every such curve was filed as active; inconclusive = small, poorly fitted or top-dose-only effect, or effect the other way, or a change in a side signal; the % refers to the signal ratio; also: potency is read from the fitted curve at half-maximal effect; % of control where 0% means no effect
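The 460nm/530nm emission ratio after CCF4 loading defined %Activity, from which AC50 values were obtained. CRE-bla CHO cells received compound dilution series together with an EC10 level of NKH 477 for 3 hours at 37 degrees Celsius.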
Hsp90 Hop PPI = changes Hsp90-Hop TPR2A binding signal, up or down; Potency, µM (top dose mostly 57 µM), inactives show at the top dose activity change, negative = inhibition; AID 595; 71,000 compounds, 0.44% hits; AlphaScreen TPR2A-His6 binding biotin-Hsp90 C-terminal peptide; active = well fitted curve in either direction with a large enough effect; inconclusive = small, poorly fitted or top-dose-only effect, or another doubt; also: potency is read from the fitted curve at half-maximal effect; % is scaled to controls: 0 for no effect and ±100 for the full control effect; many of its hits are not listed in these tables
Tau fil binding = binders of human tau filaments; recombinant tau filaments, thioflavin S fluorescence, 15 h; filaments grown with octadecylsulfate alongside compound; Potency, µM (doses to about 57.1 µM), for the others: at the highest dose activity change, negative = inhibition; 71,000 compounds, 2% hits; AID 596;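 also: potency is read from the fitted curve at half-maximal effect; % is scaled to controls: 0 for no effect and ±100 for the full control effect; actives lower thioflavin S fluorescence by blocking filaments or displacing dye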
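Tau 2 uM in ThS buffer dispensed; compound added; 60 uM ODS added (finals 1 uM tau, 30 uM ODS); 15 h 37 C; fluor ex450/em510.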
ERK AVP block = inhibitors of vasopressin-stimulated ERK signaling pathway; HEK293-V1b, vasopressin-stimulated pERK AlphaScreen; 72,000 compounds, 0.99% hits; Potency, µM (series often up to 57.5 µM), for the others: at the highest dose activity, negative = inhibition, usual class: inhibitors; AID 995; also: potency is read from the fitted curve at half-maximal effect; % is scaled to controls: 0 for no effect and ±100 for the full control effect; nearly all actives have a fitted effect of over 55% in size
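HEK293 cells stably expressing V1b receptor, seeded overnight in 1% FBS, were treated with compounds for 30 min at 37C, then stimulated 5 min with 25 nM vasopressin; phospho-ERK read by AlphaScreen SureFire after lysis.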
* = called active by the depositor; i = inactive; ? = inconclusive; nt = not tested or not shown; [ ] = another dose, or the depositor's remark. Unless noted, calls follow the shape of the dose curve; as a rule, active = well fitted curve in the direction sought with a large enough effect; inconclusive = small, poorly fitted or top-dose-only effect, or another doubt; inactive = no such curve, though single readings can be large; an effect the other way counts as inactive or inconclusive. This is a subset. The share of hits here may be higher or lower than overall.

SMILES	Texas Red fluor	Luciferase inh	15-hLO inh	Pol III holo inh	HBB splice mod	Rhodamine autofl	HADH2 inh	CRE-bla Fsk	Hsp90 Hop PPI	Tau fil binding	ERK AVP block
COc1ccc(NC(=O)N(Cc2cc3cc(OC)ccc3[nH]c2=O)CC2CCCO2)cc1 (stereo not given)	i	-1%	20µM*	?	0.3%[57.5 µM]	i	9%	15%	-7%	9%	-22%
COc1cc(C2c3c(-c4cc(C)cc(C)c4O)n[nH]c3C(=O)N2CCCO)cc(OC)c1OC (stereo not given)	i	2%	-7%	-9%	5.9%	i	13%	16%	-5%	14%	-2%
Cc1ccc(Cl)cc1N(CC(=O)N1CCCCCC1)S(C)(=O)=O	nt	1%	3%	-6%	0.2%[9.22 µM]	nt	2%	4%	0%	4%	3%
NCCCCCc1nnc(SC/C=C/c2ccccc2)o1	i	1%	12%	10%	-4.0%[57.5 µM]	i	16%	-6%	0%	-8%	-5%
COc1ccccc1NC(=O)CSc1nnc(Cc2cc(=O)[nH]c(=O)[nH]2)n1-c1ccccc1	?	-1%	1%	-3%	-1.2%	i	2%	?	-5%	10%	-25%
CN1[C@@H]2CC[C@H]1CC(OC(=O)c1c[nH]c3ccccc13)C2 (stereo not given in full)	i	-6%	-6%	-10%	0.0%	i	-20%	-8%	-6%	5%	22%
O=C(CN1C(=O)c2cccc3cccc1c23)N1CCN(c2cccc(Cl)c2)CC1	i	-1%	5%	-3%	0.0%	i	11%	?	-1%	14%	-9%
Cn1c(Cn2c(=O)sc3ccccc32)nnc1SCC(=O)NCC1CCCO1 (stereo not given)	nt	-1%	8%	0%	-0.9%	nt	-2%	5%	1%	5%	-7%
CCOP(=O)(c1ccc(N(C)C)cc1)C(O)c1ccc(Cl)cc1 (stereo not given)	i	4%	1%	-4%	-0.4%[57.5 µM]	i	2%	-13%	-1%	0%	-15%
O=C(CN1CCN(C(=O)c2ccco2)CC1)Nc1ccc(Cl)c(C(F)(F)F)c1	i	2%	-8%	0%	-2.4%	i	4%	?	4%	1%	-16%
CCC(OC(=O)CC1Sc2ccccc2NC1=O)C(=O)NCC1CCCO1 (stereo not given)	?	-5%	-9%	-2%	-0.5%[57.5 µM]	i	?	-2%	-1%	2%	-6%
CCOC(=O)C1=C(CSc2nc(C)ccc2C#N)OC(N)=C(C#N)C1c1cccc(OC)c1OC (stereo not given)	i	-7%	20µM*	-5%	-2.3%[57.5 µM]	i	?	?	-6%	0%	-20%
Cc1cc(=O)[nH]c(N2CCN(Cc3ccccc3)CC2)n1	?	2%	1%	0%	-0.8%	i	6%	4%	-5%	-11%	-10%
O=C(NCc1ccccc1)NC1CCCCC1	i	-1%	5%	-2%	-0.1%[57.5 µM]	i	3%	-7%	-2%	3%	-5%
COc1ccc(Oc2ncc3nc(-c4ccc(Cl)cc4)c(=O)n(CCC#N)c3n2)cc1	i	0%[11.4 µM]	3%	1%	-0.6%	i	-16%	?	-5%	?	?
Cc1ccc(-n2ncc3c(=O)[nH]c(SCC(=O)N4CCCC4)nc32)cc1C	nt	2%	0%	-8%	-0.1%	nt	-1%	13%	0%	15%	nt
CCCCN1CCC[C@@H]1CNC(=O)c1cc(C#N)c2ccccc2c1OC	nt	-1%	?	-4%	nt	nt	-9%	-22%	-3%	?	9%
CCCC1CCC(C(=O)Nn2c(C)nc3ccccc3c2=O)CC1 (stereo not given)	i	1%	-4%	-4%	-0.1%	i	5%	?	-3%	-1%	13%
S=C(c1ccc(N2CCOCC2)cc1)N1CCCCC1	i	-4%	-2%	-2%	0.4%	i	-22%	11%	-6%	-3%	-5%
COc1cc2[nH]c(=S)n(CC3CCCO3)c(=O)c2cc1OC (stereo not given)	i	0%	-4%	-4%	1.9%	i	?	?	-5%	-5%	-30%
O=C(CSc1nnc(-c2ccc(S(=O)(=O)N3CCOCC3)cc2)o1)c1ccccc1F	i	1%	-8%	2%	3.5%	i	12%	?	-3%	2%	-12%
Cc1nn(Cc2ccccc2Cl)c(C)c1N	i	2%	1%	-2%	-1.5%	i	2%	?	-4%	-6%	32%
COc1ccc2c(c1)N1CCN=C1N2C	i	4%	-6%	1%	nt	i	-11%	-2%	1%	4%	-18%
Cc1nn2c(-c3ccncc3)nnc2c2ccccc12	i	2%	9%	-6%	-2.9%	i	5%	?	-6%	3%	-14%
O=C(O)CCCNC(=O)OCc1ccccc1	i	2%	-6%	-4%	-0.9%[57.5 µM]	i	10%	-4%	-7%	7%	-8%

Going on with the list:
SMILES	Texas Red fluor	Luciferase inh	15-hLO inh	Pol III holo inh	HBB splice mod	Rhodamine autofl	HADH2 inh	CRE-bla Fsk	Hsp90 Hop PPI	Tau fil binding	ERK AVP block
CCN(CCNC(=O)Nc1ccc(Cl)cc1)c1ccccc1	i	-2%	-25%	-2%	1.0%	i	-5%	-16%	-11%	-27%	16%
CCOc1ccc(S(=O)(=O)N(C)c2ccc(OCC(=O)Nc3ccc4[nH]c(=O)[nH]c4c3)cc2)cc1	i	-14%	-8%	-7%	0.3%[57.5 µM]	i	10%	-6%	-3%	203%	-4%
O=C(Cn1cnc2ccccc2c1=O)Nc1ccc(-c2nnc3n2CCCCC3)cc1	i	-1%	0%	-5%	-0.2%	i	8%	1%	-3%	1%	12%
COc1ccccc1NC(=O)CN1CCN(CC(=O)Nc2ccc(Cl)c(C(F)(F)F)c2)CC1	i	-1%	-9%	-1%	-2.9%	i	-3%	?	-3%	-3%	?
COc1ccc(NC(=O)CCCCC#Cc2ccccc2)cc1	nt	nt	nt	1%	1.9%	nt	4%	-10%	4%	5%	26%
COC(=O)[C@@]1(Cc2ccc(OC)cc2)[C@H]2c3cc(C(=O)N(C)C)n(C)c3C[C@H]2CN1C(=O)c1ccccc1	nt	nt	nt	-4%	0.8%	nt	-4%	?	-10%	-2%	-15%
C1CCN=C(Nc2nn[nH]n2)CC1	?	1%	1%	2%	-1.5%	i	-4%	?	-2%	7%	14%
Cn1c(=O)c2[nH]c(CCNC(=O)c3ccccc3)nc2n(C)c1=O	i	2%[11.4 µM]	15%[11.4 µM]	-12%[11.4 µM]	2.3%[9.22 µM]	i	22%[11.4 µM]	-4%[7.6 µM]	-3%[11 µM]	14%[11.4 µM]	30%[11.5 µM]
Cc1ccc(-c2noc(-c3ccccc3C(=O)NCC3CCCO3)n2)cc1 (stereo not given)	i	13µM*	8%	0%	0.7%[1.84 µM]	i	11%	-7%	1%	5%	-6%
CC(C)(C)OC(=O)N[C@@H](Cc1ccccc1)c1nnc(S(=O)(=O)Cc2ccccc2)o1	i	-26%	?	-4%	0.3%	i	1.3µM*	?	-6%	-8%	27%
COc1ccc(N2C(=O)CCC(C(=O)NCc3ccccn3)C2c2ccc(OC)c(OC)c2)cc1 (stereo not given)	i	0%	9%	-7%	-0.5%	i	15%	-2%	-4%	-7%	3%
COC(=O)c1cc(-c2ccc(OC)c(OC)c2)on1	i	-2%	-4%	-5%	nt	i	-1%	?	-3%	-1%	7.9µM*
CCn1c(=O)cc(OCC(=O)NCc2ccc(C)o2)c2ccccc21	i	1%	-9%	-6%	0.1%	i	8%	?	1%	-7%	18%
CCCc1cc(=O)[nH]c(SCC(=O)OCc2ccccc2)n1	nt	0%	2%	4%	-4.3%	nt	-11%	-2%	-3%	-7%	4%
COC(=O)c1cc(-c2c(C)oc3cc(OC)ccc3c2=O)c(C)o1	i	2%	4%	0%	0.1%[57.5 µM]	i	3%	11%	-4%	12%	6%
O=C(O)C1C2C=CC(C2)C1C(=O)NC1CCN(Cc2ccccc2)CC1 (stereo not given)	?	3%	-3%	17%	0.2%	i	-2%	-3%	0%	-8%	6%
Cc1c(Br)c(C(F)(F)F)nn1CC(=O)N1CCCC1	nt	1%	5%	4%	-1.1%[9.22 µM]	nt	-2%	-3%	-3%	-7%	14%
O=C(Cn1cc2c(n1)CCCC2)NCCCN1CCCC1	nt	-7%	3%	-3%	0.8%	nt	8%	-1%	-1%	-10%	-18%
CC(=O)C1(O)C(C)CC2C3CCC4CC(O)CCC4(C)C3=CCC21C (stereo not given)	nt	3%	-3%	2%	-0.1%	nt	9%	11%	-5%	2%	-6%
